NPR2 activator: human GC-B receptor activators, primary screen, HEK293 GC-B cells, cGMP TR-FRET, EC30 CNP. activation, % at 10 µM. AID 1920062, 2024. Atrial natriuretic peptide receptor 2 (Homo sapiens), P20594. 0% at EC30 CNP, 100% saturating CNP. 0.11% of 370,000 active;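 active = activation at 10 µM reaching about 35% in either raw or pattern-adjusted values, limit read from the data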
Target sequence (P20594 whole entry, looked up): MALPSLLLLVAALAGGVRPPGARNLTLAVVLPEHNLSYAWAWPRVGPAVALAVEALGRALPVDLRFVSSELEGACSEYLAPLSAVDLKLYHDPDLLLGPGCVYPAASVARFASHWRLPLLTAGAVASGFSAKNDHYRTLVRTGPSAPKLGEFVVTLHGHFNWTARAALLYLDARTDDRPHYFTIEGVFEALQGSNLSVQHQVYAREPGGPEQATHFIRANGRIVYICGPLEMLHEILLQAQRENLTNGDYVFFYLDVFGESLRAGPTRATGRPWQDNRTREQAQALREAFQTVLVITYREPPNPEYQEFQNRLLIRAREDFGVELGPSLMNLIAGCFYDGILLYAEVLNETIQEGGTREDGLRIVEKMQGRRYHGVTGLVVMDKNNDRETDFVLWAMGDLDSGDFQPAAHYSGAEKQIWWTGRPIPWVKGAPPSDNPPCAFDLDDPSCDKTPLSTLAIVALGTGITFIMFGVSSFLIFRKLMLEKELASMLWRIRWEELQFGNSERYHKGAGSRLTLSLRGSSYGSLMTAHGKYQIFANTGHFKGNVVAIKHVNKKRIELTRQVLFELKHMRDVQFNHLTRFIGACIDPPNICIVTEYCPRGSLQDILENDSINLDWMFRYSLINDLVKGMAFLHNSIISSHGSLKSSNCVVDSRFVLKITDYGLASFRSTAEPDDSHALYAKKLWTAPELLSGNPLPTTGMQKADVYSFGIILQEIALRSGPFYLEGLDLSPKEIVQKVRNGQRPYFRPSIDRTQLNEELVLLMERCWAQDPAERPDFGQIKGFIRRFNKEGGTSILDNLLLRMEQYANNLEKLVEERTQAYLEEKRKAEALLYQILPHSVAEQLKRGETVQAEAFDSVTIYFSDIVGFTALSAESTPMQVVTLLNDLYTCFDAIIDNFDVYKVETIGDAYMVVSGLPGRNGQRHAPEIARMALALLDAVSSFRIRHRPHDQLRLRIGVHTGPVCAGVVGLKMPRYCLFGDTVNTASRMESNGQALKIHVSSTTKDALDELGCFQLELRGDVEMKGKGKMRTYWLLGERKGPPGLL
PG9 Ab binder: binders of HIV-1 gp120 antibody PG9, primary screen, biochemical, TR-FRET | HIV-1 gp120 / PG9 antibody interaction | 0.43% of 360,000 active | inhibition, % at 6.7 µM | TR-FRET gp120-PG9 antibody binding | AID 624416, 2012; in the data active = inhibition above about 8.5%
HTRA1 inh: HTRA1 serine protease inhibitors, primary screen, biochemical, fluorescence polarization, HTS | Q92743 | recombinant HTRA1, FP-rhodamine activity-based probe | inhibition, % at 5.96 µM | 0.5% of 340,000 active | AID 504803, 2011; in the data active = inhibition above about 36%;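 note: 0% = enzyme with DMSO and 100% = wells lacking enzyme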
mABHD4 FP: ABHD4 inhibitors, primary screen, biochemical, fluorescence polarization, mouse; (Lyso)-N-acylphosphatidylethanolamine lipase (Mus musculus), Q8VD66; inhibition, % at 8.92 µM; purified mABHD4, FP-Rh probe fluorescence polarization; 0.54% of 370,000 active;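 active = inhibition exceeding the mean over every tested compound plus 3 SD, cut at about 30% in these data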;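 note: 0% = plate median of compound wells and 100% = S159A mutant with DMSO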
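Test system: mABHD4 protein; Read-out basis: % inhibition; Incubation: 45 min + 60 min at 25 °C; Repeats: single replicate; Technique: fluorescence polarization with parallel and perpendicular emission, 525/598 nm; Compound: 8.92 µM, single dose; Benchmarks: full inhibition S159A mutant plus DMSO, zero as sample-well median.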
Rev-erbA mod: modulators of Rev-erb alpha DNA binding, primary screen, biochemical, FITC-DNA, fluorescence polarization, uHTS; Rev-erbα–FITC-DNA binding, 90 min; activity, % at 10 µM; 0.79% of 370,000 active; AID 1259318, 2017;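 active = activity above about 14%, limit read from the data; passing the limit was not always enough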;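 note: 0% = DMSO wells with 35 nM protein and 100% = DMSO wells with 750 nM protein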
ASAP1 inh: inhibitors of human ASAP1 ArfGAP activity, primary screen, biochemical, fluorescence polarization | Arf-GAP with SH3 domain, ANK repeat and PH domain-containing protein 1 (Homo sapiens), … | ASAP1-stimulated ARF1 GTP hydrolysis, GDP FP detection | inhibition, % at 16.5 µM | 0.19% of 360,000 active | AID 624377, 2012; in the data active = inhibition above about 25%;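 note: 0% = vehicle with enzyme and substrate and 100% = no enzyme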
rCAG binder: binders of r(CAG) RNA repeats, primary screen, biochemical, fluorescence | r(CAG) RNA repeat, TO-PRO-1 dye displacement fluorescence | inhibition, % at 3 µM | 1.3% of 370,000 active | AID 651821, 2012;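 active = inhibition above the plate cutoff, the mean of all test compounds on that plate plus 3 SD, cut at about 35% in these data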;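 note: 0% = DMSO alone and 100% = 100 µM mitoxantrone as full dye displacement; higher means more dye released from RNA so lower well fluorescence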
SMARCA2 act: SMARCA2 (BRM) function activators, primary screen, cell-based, luminescence, high throughput. MG213 cells, MMTV-luciferase reporter, dexamethasone, overnight. activation, % at 9.1 µM. 1% of 370,000 active. AID 652017, 2013; in the data active = activation above about 7.8%;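 note: 0% = vehicle wells and 100% = reference activator wells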
GC-A act: GC-A stimulated cGMP production enhancers – HEK293 GC-A cells, cGMP TR-FRET, EC30 ANP, primary screen. 0% at EC30 ANP, 100% saturating ANP. Atrial natriuretic peptide receptor 1 (Homo sapiens), P16066. AID 1671463, 2021. 0.14% of 370,000 active. activation, % at 10 µM; in the data active = activation above about 40%
ARFGAP1 inh: inhibitors of rat ARFGAP1 GAP activity, primary screen, biochemical, fluorescence polarization, GDP tracer | inhibition, % at 16.5 µM | AID 651572, 2012 | 0.26% of 360,000 active | Arfgap1-stimulated ARF1 GTP hydrolysis, GDP FP detection;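 active = inhibition above a per-plate limit, mean inhibition of low control wells plus 3 SD, cut at about 25% in these data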;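 note: 0% = DMSO wells with enzyme and 100% = wells lacking Arfgap1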
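Assay system: purified rat His6-Arfgap1 residues 1-136 (GAP domain); Reagent: human Δ17 ARF1 bound to GTP; Dosing: 16.5 µM single point, 1.26% DMSO; Times: GTP hydrolysis reaction 2 h at 25 °C; Signal: FP, GDP Alexa 633 tracer displaced from anti-GDP antibody, 620/688 nm; Measure: % inhibition from polarization.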
Active calls of the source: *; · = no result given. Random draw from the library. Share with any hit: about 4.4%.

1. COc1ccc(N(C(=O)c2ccco2)C(C(=O)NC2CCCC2)c2ccco2)cc1OC (stereo unspecified)
2. COC(=O)c1cc(NC(=O)NC2CCCCN(Cc3ccc(Cl)cc3)C2=O)cc(C(=O)OC)c1 (stereo unspecified)
3. Clc1cccc(-c2ccc(/C=N/n3cnnc3)o2)c1
4. C[C@H]1CN([C@@H](C)CO)C(=O)c2cc(Br)cnc2O[C@H]1CN(C)Cc1ccc(Oc2ccccc2)cc1
5. CCCN(CC1CC1)S(=O)(=O)c1ccc(S(N)(=O)=O)cc1
6. O=C(N=c1ccn(-c2nc3ccccc3nc2NS(=O)(=O)c2ccccc2)cc1)c1cccs1
7. CN(C)c1ccc(S(=O)(=O)N2CCCCC2)cc1NC(=O)C1=NN(c2ccccc2)C(=O)CC1
8. CCOC(=O)CSc1nc(Nc2ccc3c(c2)OCO3)c2ccccc2n1
9. COC(=O)[C@@]1(Sc2ccc(C)cc2)CC(=O)N[C@@H]1c1ccco1
10. COc1ccccc1C(C)Nc1nc(-c2cccnc2)nc2ccccc12 (stereo unspecified)
Screen / compound no. | 1 | 2 | 3 | 4 | 5 | 6 | 7 | 8 | 9 | 10
NPR2 activator | 0 | -5 | -4 | -6 | 1 | -10 | 1 | 21 | -1 | -11
PG9 Ab binder | -0.8 | · | -2.1 | 0.9 | -2.3 | 1.8 | -0.7 | -1.1 | 0.1 | -0.3
HTRA1 inh | 13 | · | -13 | -10 | 7 | 4 | -3 | -8 | · | -59
mABHD4 FP | -6 | -12 | -1 | 0 | -15 | 3 | 10 | 40* | 25 | -13
Rev-erbA mod | -4 | 5 | 4 | -7 | 4 | 174* | -2 | -1 | 3 | 5
ASAP1 inh | -10 | · | 8 | -7 | 9 | 10 | 0 | 4 | 9 | 8
rCAG binder | 0 | 8 | -1 | 2 | 1 | 2 | -2 | 3 | 3 | -1
SMARCA2 act | -1 | 5 | 1 | 1 | -3 | -4 | -5 | -4 | -3 | 0
GC-A act | -3 | -14 | -3 | -4 | -1 | 9 | -5 | 17 | -1 | -13
ARFGAP1 inh | 5 | · | -9 | -1 | 1 | 6 | 8 | -1 | 6 | 11

Some entries already given with just mABHD4 FP, HTRA1 inh and SMARCA2 act:
no.	Compound	mABHD4 FP	HTRA1 inh	SMARCA2 act
5	CCCN(CC1CC1)S(=O)(=O)c1ccc(S(N)(=O)=O)cc1	-15	7	-3
6	O=C(N=c1ccn(-c2nc3ccccc3nc2NS(=O)(=O)c2ccccc2)cc1)c1cccs1	3	4	-4
7	CN(C)c1ccc(S(=O)(=O)N2CCCCC2)cc1NC(=O)C1=NN(c2ccccc2)C(=O)CC1	10	-3	-5
8	CCOC(=O)CSc1nc(Nc2ccc3c(c2)OCO3)c2ccccc2n1	40*	-8	-4

New compounds follow
11. CN(C)c1cccc(C(=O)N2CCCC(CCC(=O)NCc3ccccc3F)C2)c1 (stereo unspecified)
12. CSc1nnc(-c2cccn(Cc3cccc(Cl)c3)c2=O)o1
13. CC(=O)Nc1ccc(NC(=O)C2CCCN2C(=O)Nc2cccc(F)c2)cc1 (stereo unspecified)
14. Cc1cn(C2OC(COC(=O)c3ccccc3)C(O)C2Cl)c(=O)[nH]c1=O (stereo unspecified)
15. Nc1nc2nccc(-c3ccco3)n2n1
16. N/C(=N\OC(=O)CC1CCCCC1)c1ccc([N+](=O)[O-])cc1
17. COc1ccc(Cl)cc1NC(=O)NN1CCN(C)CC1
18. CN1C(=O)CCS(=O)(=O)C1c1ccc(Cl)c(Cl)c1 (stereo unspecified)
19. CC(C)(/C=N/O)/[N+]([O-])=C/c1ccccc1
20. O=C(O)CNc1ccccc1C(=O)O
Screen / compound no. | 11 | 12 | 13 | 14 | 15 | 16 | 17 | 18 | 19 | 20
NPR2 activator | 0 | 1 | 4 | -5 | -3 | 1 | 2 | 0 | 4 | -5
PG9 Ab binder | -0.6 | 1.1 | 1.6 | -0.3 | 0.2 | -0.2 | -3.0 | -1.5 | -0.9 | -2.1
HTRA1 inh | 5 | 5 | 6 | -8 | -2 | -4 | -2 | 2 | · | -1
mABHD4 FP | 2 | 6 | 1 | -1 | -3 | -6 | 0 | -1 | 0 | 9
Rev-erbA mod | -2 | -5 | 4 | -1 | 1 | -3 | 4 | 3 | 0 | -12
ASAP1 inh | -12 | -16 | -15 | -6 | 6 | 5 | 2 | 2 | -4 | 7
rCAG binder | -1 | -1 | 2 | -1 | 0 | -1 | -5 | 1 | -1 | 4
SMARCA2 act | 0 | -2 | -4 | 1 | -2 | -2 | 1 | 2 | -3 | -1
GC-A act | -2 | 1 | 0 | -1 | 0 | 3 | -2 | 1 | 3 | -1
ARFGAP1 inh | 6 | 6 | 5 | -5 | -6 | 7 | -8 | 11 | 1 | -2

Copied from above: entries 11–12
11. CN(C)c1cccc(C(=O)N2CCCC(CCC(=O)NCc3ccccc3F)C2)c1 (stereo unspecified)
12. CSc1nnc(-c2cccn(Cc3cccc(Cl)c3)c2=O)o1
Screen / compound no. | 11 | 12
NPR2 activator | 0 | 1
PG9 Ab binder | -0.6 | 1.1
HTRA1 inh | 5 | 5
mABHD4 FP | 2 | 6
Rev-erbA mod | -2 | -5
ASAP1 inh | -12 | -16
rCAG binder | -1 | -1
SMARCA2 act | 0 | -2
GC-A act | -2 | 1
ARFGAP1 inh | 6 | 6

Additional structures.
21. Cc1cc(NC(=O)CSc2nc3cc(C)c(C)cc3cc2C)no1
22. CN(CCOc1ccccc1)CC(=O)Nc1cc([N+](=O)[O-])ccc1Cl
23. COc1cccc(CNC(=O)c2ccc(OC)c(S(=O)(=O)NC3CCCC3)c2)c1
24. Cc1c(NS(=O)(=O)c2cc3c(cc2Br)CCN3C(=O)C2CC2)c(=O)n(-c2ccccc2)n1C
25. CCOc1ccc(C2=NNC(c3cccs3)=Nc3ccc(OC)cc32)cc1
26. Cc1ccccc1N=Nc1c(N)[nH]n(-c2ccccc2)c1=O
27. COc1ccc(N2CCN(C(=O)CSc3nc4c(c(=O)n(C)c(=O)n4C)n3C(C)C)CC2)cc1
28. O=C(Nc1ccc(S(=O)(=O)N2CCCC2)cc1)C1CCCN1C(=O)c1cccs1 (stereo unspecified)
29. CC(=O)Nc1ccc(C(=O)NCC2(N3CCCCC3)CCCCC2)cc1
30. O=C(OCc1cnc(Cl)s1)c1ccccc1Cl
Screen / compound no. | 21 | 22 | 23 | 24 | 25 | 26 | 27 | 28 | 29 | 30
NPR2 activator | -11 | 5 | -2 | -5 | · | -11 | 0 | -2 | 2 | 2
PG9 Ab binder | -2.1 | 2.3 | 0.3 | · | 0.8 | · | 0.9 | -2.2 | -0.6 | -0.1
HTRA1 inh | -12 | 2 | -2 | · | -16 | · | -4 | -9 | 5 | -4
mABHD4 FP | 3 | 6 | -5 | 7 | -3 | 34* | 4 | -2 | -9 | 0
Rev-erbA mod | 85* | -3 | 5 | -1 | · | 1 | 0 | 3 | -5 | -1
ASAP1 inh | 3 | 3 | 3 | · | -4 | · | 5 | -4 | -5 | -16
rCAG binder | 2 | -7 | -4 | 9 | 2 | 10 | -7 | 3 | 3 | 0
SMARCA2 act | 0 | -2 | -2 | -3 | 1 | -1 | 1 | -4 | 0 | 2
GC-A act | -4 | 3 | 3 | 3 | · | -3 | 4 | 0 | 1 | 4
ARFGAP1 inh | 16 | 3 | -6 | · | 6 | · | 4 | 7 | -5 | 5

31. CC(/C=N/Nc1nc2ccccc2[nH]1)=C\c1ccccc1
32. O=C(NCC(=O)N1CCC2(CC1)NCCc1[nH]cnc12)c1ccc(F)cc1
33. CCN(CC)S(=O)(=O)c1ccc(Oc2ccc(S(=O)(=O)N(CC)CC)cc2)cc1
34. Cc1sc2nc3n(c(=O)c2c1C)NC(=O)CC3
35. Cc1cc(-c2nnc(SCC(=O)c3ccc(Cl)cc3)o2)no1
36. COc1cc(/C=C/C(=O)OCC(=O)NC2CCS(=O)(=O)C2)ccc1O (stereo unspecified)
37. Cc1cccc(N2CCN(C(=O)CCS(=O)(=O)c3ccc(Br)cc3)CC2C)c1 (stereo unspecified)
38. CC(C)(S)[C@@H](N)C(=O)O
39. O=S(=O)(c1cnccc1N1CCN(/N=C/c2ccc(Br)cc2)CC1)N1CCCCC1
40. CSc1ccc(CN2C(=O)C(C)Sc3ccc(C(C)=O)cc32)cc1 (stereo unspecified)
41. FC(F)(F)c1ccc(Cn2ccc3ccc(-c4ccc5ccn(Cc6ccccc6)c5c4)cc32)cc1
42. COc1cccc(NC(=O)c2ccc3c(c2)N(CC(=O)N2CCOCC2)C(=O)C(C)(C)O3)c1
43. Cn1c(=O)c([N+](=O)[O-])c(NCc2ccccc2)c2ccccc21
Screen / compound no. | 31 | 32 | 33 | 34 | 35 | 36 | 37 | 38 | 39 | 40 | 41 | 42 | 43
NPR2 activator | -14 | 3 | 3 | -4 | -1 | 4 | -2 | -3 | -2 | -1 | -3 | 1 | -1
PG9 Ab binder | -4.9 | -0.2 | 0.9 | 0.6 | 2.1 | -0.3 | -0.7 | -0.6 | 2.5 | 2.3 | · | 0.9 | 2.3
HTRA1 inh | 13 | 3 | -2 | 13 | 5 | 1 | -7 | 6 | -1 | · | · | 9 | -3
mABHD4 FP | 42* | 4 | 3 | 5 | 8 | 2 | -4 | -7 | 2 | -11 | 17 | -6 | 4
Rev-erbA mod | 8 | -5 | -2 | 1 | 1 | -5 | -3 | -8 | 8 | 9 | 4 | -2 | 0
ASAP1 inh | 9 | 1 | 11 | -18 | 16 | 1 | -1 | 8 | -10 | -5 | · | -9 | -10
rCAG binder | 7 | -2 | 0 | 2 | 1 | 3 | -4 | 0 | -2 | 1 | 26 | 1 | 2
SMARCA2 act | 7 | 0 | -7 | 2 | -1 | -2 | 0 | 3 | -1 | -4 | 3 | -2 | -3
GC-A act | -6 | 1 | -4 | 0 | 0 | 0 | -3 | 2 | -3 | -6 | -4 | -3 | -1
ARFGAP1 inh | 3 | -2 | -2 | 5 | 5 | -7 | -12 | -8 | 6 | 7 | · | -3 | -6

Three compounds picked at random from those above:
6. O=C(N=c1ccn(-c2nc3ccccc3nc2NS(=O)(=O)c2ccccc2)cc1)c1cccs1
36. COc1cc(/C=C/C(=O)OCC(=O)NC2CCS(=O)(=O)C2)ccc1O (stereo unspecified)
30. O=C(OCc1cnc(Cl)s1)c1ccccc1Cl
Screen / compound no. | 6 | 36 | 30
NPR2 activator | -10 | 4 | 2
PG9 Ab binder | 1.8 | -0.3 | -0.1
HTRA1 inh | 4 | 1 | -4
mABHD4 FP | 3 | 2 | 0
Rev-erbA mod | 174* | -5 | -1
ASAP1 inh | 10 | 1 | -16
rCAG binder | 2 | 3 | 0
SMARCA2 act | -4 | -2 | 2
GC-A act | 9 | 0 | 4
ARFGAP1 inh | 6 | -7 | 5
